Source: PubChem
NCI-60 one-dose screen, 48 h, at 10 µM unless noted. Numbers give growth in % (100 = growth as untreated, 0 = no growth, -100 = all killed).
LOX IMVI – LOX IMVI melanoma. actives 7.4% (n = 79,000)
SK-MEL-5 – SK-MEL-5 melanoma. actives 6.4% (n = 80,000). AID 1794755
MALME-3M – MALME-3M melanoma; actives 5.8% (n = 78,000); AID 1794766
HS 578T – HS 578T breast cancer; actives 4.1% (n = 78,000)
T-47D – T-47D breast cancer. AID 1794792. actives 5% (n = 79,000)
SK-MEL-28 – SK-MEL-28 melanoma | actives 4.1% (n = 81,000) | AID 1794761
UACC-257 – UACC-257 melanoma | actives 4.4% (n = 78,000)
SK-MEL-2 – SK-MEL-2 melanoma; AID 1794763; actives 4.7% (n = 77,000)
* marks the source's active call; other numbers are inactive results. The calls were made as follows: active = growth percent below 10; inactive = the rest.

For N#Cc1c2c(nn(-c3cccc(Cl)c3)c1=O)C(O)=C([N+](=O)[O-])C(c1ccoc1)C2 (stereo not given) the results were LOX IMVI 83, SK-MEL-5 81, MALME-3M 49, HS 578T 101, T-47D 32, SK-MEL-28 105, UACC-257 95 and SK-MEL-2 98.
Screening O=C1c2ccccc2C(=O)c2c(S)cccc21 returned LOX IMVI 101, SK-MEL-5 104, MALME-3M 108, HS 578T 106, T-47D 87, SK-MEL-28 103, UACC-257 109 and SK-MEL-2 119.
For CCOC(=O)Nc1ccc2nc(N3CCCCCC3)sc2c1 the results were LOX IMVI 44, SK-MEL-5 12, MALME-3M 39, HS 578T 44, T-47D 42, SK-MEL-28 43, UACC-257 64 and SK-MEL-2 37.
For O=c1[nH]c(O)c(/C=N/C(=S)Nc2ccccc2)c(=O)[nH]1 the results were LOX IMVI 93, SK-MEL-5 108, HS 578T 111, T-47D 85, SK-MEL-28 104, UACC-257 107 and SK-MEL-2 86.
For CC1CC(=O)OC(C)(C)C1 (stereo not given) the results were LOX IMVI 101, SK-MEL-5 104, MALME-3M 91, HS 578T 103, T-47D 98, SK-MEL-28 105, UACC-257 100 and SK-MEL-2 98.
COC(=O)C1(C)CCC[C@]2(C)[C@H]3C[C@H]4C(C(C)C)=C[C@]3(CC[C@@H]12)[C@H]1[C@@H]4[C@@H](OCC#CCN2CCOCC2)CC[C@@H]1OCC#CCN1CCOCC1 (stereo not given in full) was read as LOX IMVI 89, SK-MEL-5 80, MALME-3M 79, HS 578T 87, T-47D 64, SK-MEL-28 90, UACC-257 84 and SK-MEL-2 89.
`COc1ccc(Cn2cc3c(c2-c2ccc(OC(C)=O)cc2)CCc2cnoc2-3)cc1` gave LOX IMVI 93, SK-MEL-5 95, HS 578T 110, T-47D 85, SK-MEL-28 110, UACC-257 91 and SK-MEL-2 104.
Screening O=C(CN1C(=O)C(=O)c2ccccc21)NC1=Nc2ccccc2C(=O)NN1 returned LOX IMVI 102, SK-MEL-5 106, MALME-3M 96, HS 578T 98, T-47D 102, SK-MEL-28 113, UACC-257 103 and SK-MEL-2 100.
`CCCCCCCCCCCCc1ccc(O)c(CN(C)C)c1` gave LOX IMVI 101, SK-MEL-5 103, MALME-3M 106, HS 578T 112, T-47D 90, SK-MEL-28 108, UACC-257 113 and SK-MEL-2 110.
Screening Cc1ccc(-c2csc(C3=C(O)CN(CCCO)C3=N)n2)cc1 returned LOX IMVI 96, SK-MEL-5 84, MALME-3M 105, HS 578T 95, T-47D 78, SK-MEL-28 115, UACC-257 92 and SK-MEL-2 117.
Screening Cn1ccc2cc(OCc3ccccc3)ccc21 returned LOX IMVI 96, SK-MEL-5 116, T-47D 92, SK-MEL-28 105, UACC-257 97 and SK-MEL-2 98.
N#CCCCOc1ccccc1 was read as LOX IMVI 110, SK-MEL-5 109, MALME-3M 137, HS 578T 114, T-47D 102, SK-MEL-28 111, UACC-257 107 and SK-MEL-2 111.
Screening CC(CCC1CCCO1)OC(=O)CCCCCCCC(=O)OC(C)CCC1CCCO1 (stereo not given) returned LOX IMVI 106, SK-MEL-5 101, MALME-3M 104, HS 578T 101, SK-MEL-28 110, UACC-257 101 and SK-MEL-2 118.
CC(C)c1ccc(C2OCC(C)([N+](=O)[O-])CO2)cc1 (stereo not given) was read as LOX IMVI 107, SK-MEL-5 109, MALME-3M 94, HS 578T 114, T-47D 111, SK-MEL-28 109, UACC-257 94 and SK-MEL-2 109.
Screening COc1ccc(NC(=O)c2ccc(Nc3ncnc4c3cnn4-c3cccc(F)c3)cc2)cc1 returned LOX IMVI 96, SK-MEL-5 98, MALME-3M 93, HS 578T 97, T-47D 96, SK-MEL-28 113, UACC-257 98 and SK-MEL-2 104.
For Brc1ccccc1Cn1c(-c2cncs2)nc2ccccc21 the results were LOX IMVI 76, SK-MEL-5 76, MALME-3M 98, HS 578T 70, T-47D 72, SK-MEL-28 104, UACC-257 96 and SK-MEL-2 95.
O=c1[nH]cnc2ccccc12 was read as LOX IMVI 105, SK-MEL-5 101, MALME-3M 114, HS 578T 98, T-47D 109, SK-MEL-28 122, UACC-257 104 and SK-MEL-2 111.
Screening O=[N+]([O-])c1ccccc1/C=C/C=N/N=C/c1ccccc1O returned LOX IMVI 93, MALME-3M 96, HS 578T 95, T-47D 73, SK-MEL-28 109, UACC-257 110 and SK-MEL-2 92.
`COc1cc([C@@H]2NC(=O)c3ccccc3N2)ccc1OCCCCCOc1cc(C2CC(c3cc(OC)c(OC)c(OC)c3)=NO2)ccc1OC` (stereo not given in full) gave LOX IMVI 96, SK-MEL-5 53, MALME-3M 91, HS 578T 75, T-47D 59, SK-MEL-28 113, UACC-257 93 and SK-MEL-2 93.
`OCCCc1ccc(Cl)cc1` gave LOX IMVI 102, SK-MEL-5 105, MALME-3M 102, HS 578T 105, T-47D 92, SK-MEL-28 105 and UACC-257 102.
Cc1cc2c(c(C)c1Cl)C(=O)/C(=C/c1ccc([N+](=O)[O-])cc1)O2 was read as LOX IMVI 99, SK-MEL-5 93, MALME-3M 102, HS 578T 97, T-47D 86, SK-MEL-28 107, UACC-257 94 and SK-MEL-2 104.
`CCCCNc1cc(=O)[nH]c(N)n1` gave LOX IMVI 102, SK-MEL-5 101, MALME-3M 107, HS 578T 100, T-47D 95, SK-MEL-28 113, UACC-257 104 and SK-MEL-2 108.
Screening Cc1c(N=O)cc(C(C)C)c(O)c1I returned LOX IMVI 87, SK-MEL-5 87, MALME-3M 110, HS 578T 91, T-47D 99, SK-MEL-28 107, UACC-257 105 and SK-MEL-2 79.
Screening Cc1oc(-c2ccccc2)cc1C(=O)Nc1ccc(F)cc1 returned LOX IMVI 92, SK-MEL-5 97, MALME-3M 109, HS 578T 98, T-47D 39, SK-MEL-28 107, UACC-257 101 and SK-MEL-2 92.
Cc1cc(CNc2nc3ccc(OC/C(=C/F)CN)cc3o2)cc(C)n1 was read as LOX IMVI 98, SK-MEL-5 103, MALME-3M 112, HS 578T 101, T-47D 111, SK-MEL-28 112, UACC-257 108 and SK-MEL-2 108.
For C/C(=N/O)c1ccc(N2C(=O)C3CC=CCC3C2=O)cc1 (stereo not given) the results were LOX IMVI 93, SK-MEL-5 100, MALME-3M 98, HS 578T 104, T-47D 97, SK-MEL-28 104, UACC-257 102 and SK-MEL-2 104.
CCCCCCCCC(=O)Nc1ccc(O)cc1 was read as LOX IMVI 85, SK-MEL-5 97, MALME-3M 88, HS 578T 103, T-47D 89, SK-MEL-28 100 and SK-MEL-2 93.
Screening CC1=C(C)C(=O)C(N2CCCC(C)C2)=CC1=O (stereo not given) returned LOX IMVI 87, SK-MEL-5 97, MALME-3M 100, HS 578T 105, T-47D 100, SK-MEL-28 111, UACC-257 90 and SK-MEL-2 119.
`C/C(=C(\c1ccc(OCCCN(C)C)cc1)c1ccc(OC(=O)Cc2ccccc2)cc1)c1ccc(Cl)cc1` gave LOX IMVI 3.3*, SK-MEL-5 83, MALME-3M 88, HS 578T 66, T-47D 51, SK-MEL-28 76, UACC-257 91 and SK-MEL-2 93.
Screening COc1ccc(-c2cc(C(=O)N=Nc3c(O)[nH]c4ccc(Br)cc34)c3ccccc3n2)cc1 returned LOX IMVI -51*, SK-MEL-5 85, MALME-3M 46, HS 578T 62, T-47D 58, SK-MEL-28 66, UACC-257 102 and SK-MEL-2 122.

Quoted from above for reference:
O=c1[nH]cnc2ccccc12 was read as LOX IMVI 105, SK-MEL-5 101, MALME-3M 114, HS 578T 98, T-47D 109, SK-MEL-28 122, UACC-257 104 and SK-MEL-2 111.
Screening O=[N+]([O-])c1ccccc1/C=C/C=N/N=C/c1ccccc1O returned LOX IMVI 93, MALME-3M 96, HS 578T 95, T-47D 73, SK-MEL-28 109, UACC-257 110 and SK-MEL-2 92.
`COc1cc([C@@H]2NC(=O)c3ccccc3N2)ccc1OCCCCCOc1cc(C2CC(c3cc(OC)c(OC)c(OC)c3)=NO2)ccc1OC` (stereo not given in full) gave LOX IMVI 96, SK-MEL-5 53, MALME-3M 91, HS 578T 75, T-47D 59, SK-MEL-28 113, UACC-257 93 and SK-MEL-2 93.
`OCCCc1ccc(Cl)cc1` gave LOX IMVI 102, SK-MEL-5 105, MALME-3M 102, HS 578T 105, T-47D 92, SK-MEL-28 105 and UACC-257 102.
Cc1cc2c(c(C)c1Cl)C(=O)/C(=C/c1ccc([N+](=O)[O-])cc1)O2 was read as LOX IMVI 99, SK-MEL-5 93, MALME-3M 102, HS 578T 97, T-47D 86, SK-MEL-28 107, UACC-257 94 and SK-MEL-2 104.
`CCCCNc1cc(=O)[nH]c(N)n1` gave LOX IMVI 102, SK-MEL-5 101, MALME-3M 107, HS 578T 100, T-47D 95, SK-MEL-28 113, UACC-257 104 and SK-MEL-2 108.

Next results:
For CN1C[C@@H](c2cccc(Cl)c2)[C@]2(NC(=S)N(C3CC3)C2=O)[C@@]12C(=O)NC1C=CC(Cl)=C[C@H]12 (stereo not given in full) the results were LOX IMVI 105, SK-MEL-5 90, MALME-3M 94, HS 578T 88, T-47D 75, SK-MEL-28 102, UACC-257 94 and SK-MEL-2 70.
For O=S(=O)(Nc1ccc(Cl)nn1)c1ccc(Nc2nc3ccccc3s2)cc1 the results were LOX IMVI 97, SK-MEL-5 103, MALME-3M 104, HS 578T 113, T-47D 86, SK-MEL-28 105, UACC-257 120 and SK-MEL-2 107.
For COC(=O)Cc1cccc2ccccc12 the results were SK-MEL-5 109, MALME-3M 127, HS 578T 104, T-47D 96, SK-MEL-28 107, UACC-257 109 and SK-MEL-2 113.
Screening Cc1ccc2c(c1)C(=O)CCS2 returned LOX IMVI 95, SK-MEL-5 104, MALME-3M 85, T-47D 106, SK-MEL-28 102, UACC-257 102 and SK-MEL-2 119.
`CC/C(=C(\c1ccc(Cl)cc1)c1ccc(OCCN2CCCCC2)cc1)c1ccc(O)cc1` gave LOX IMVI -92*, SK-MEL-5 2.5*, MALME-3M -38*, HS 578T 47, T-47D 4.7*, SK-MEL-28 -63*, UACC-257 -22* and SK-MEL-2 57.
`Cc1ccc(-n2nnc(C(=O)NCC(=O)Nc3ccccc3)c2C)cc1` gave LOX IMVI 99, SK-MEL-5 99, MALME-3M 102, HS 578T 100, T-47D 97, SK-MEL-28 111, UACC-257 102 and SK-MEL-2 109.
Screening NS(=O)(=O)c1ccc(CCN=C=S)cc1 returned LOX IMVI -28*, SK-MEL-5 75, MALME-3M 41, HS 578T 40, SK-MEL-28 55, UACC-257 25 and SK-MEL-2 63.
COCC(=O)O was read as LOX IMVI 93, SK-MEL-5 104, MALME-3M 98, HS 578T 101, T-47D 91, SK-MEL-28 104, UACC-257 97 and SK-MEL-2 109.
Screening COc1cc(-c2ccc(/C=N/NC(=O)c3[nH]c4ccc(Br)cc4c3-c3ccccc3)s2)cc(OC)c1OC returned SK-MEL-5 90, MALME-3M 87, T-47D 74, SK-MEL-28 84, UACC-257 100 and SK-MEL-2 104.
Screening CCC1=Cc2cccc(OC)c2OC12C=Cc1cccc(OC)c1O2 (stereo not given) returned LOX IMVI 74, SK-MEL-5 84, MALME-3M 98, HS 578T 102, T-47D 71, SK-MEL-28 105, UACC-257 78 and SK-MEL-2 99.
`c1n[nH]cc1-c1nc2ccc3[nH]ncc3c2c2c1CC1(CC2)COC1` gave LOX IMVI 38, SK-MEL-5 45, MALME-3M 29, HS 578T 0.4*, T-47D 27, SK-MEL-28 44, UACC-257 66 and SK-MEL-2 18.
Screening CC(=O)CC(=O)NC1CCCC1 returned LOX IMVI 100, SK-MEL-5 97, MALME-3M 99, HS 578T 118, T-47D 99, SK-MEL-28 105, UACC-257 101 and SK-MEL-2 99.
CCCCCCCCn1cc2c(Nc3cccc(Br)c3)ncnc2n1 was read as LOX IMVI 108, SK-MEL-5 113, MALME-3M 91, HS 578T 103, T-47D 98, SK-MEL-28 106, UACC-257 105 and SK-MEL-2 121.
For CS(=O)CC(=N\N)/C(CS(C)=O)=N/N (stereo not given) the results were LOX IMVI 76, SK-MEL-5 104, MALME-3M 99, HS 578T 111, T-47D 102, SK-MEL-28 111, UACC-257 111 and SK-MEL-2 104.
For CN(C)c1ccc(N=Nc2nccs2)cc1 the results were LOX IMVI 99, MALME-3M 111, HS 578T 99, T-47D 101, SK-MEL-28 104, UACC-257 99 and SK-MEL-2 102.
Screening O=C(C[n+]1ccncc1)c1ccc(I)cc1 returned LOX IMVI 92, SK-MEL-5 95, MALME-3M 110, HS 578T 97, T-47D 90, SK-MEL-28 108, UACC-257 96 and SK-MEL-2 94.
CC(C(N)=O)c1ccccc1 (stereo not given) was read as LOX IMVI 108, SK-MEL-5 97, MALME-3M 111, HS 578T 100, T-47D 99, SK-MEL-28 100, UACC-257 113 and SK-MEL-2 106.
Screening CC1Nc2nc(N)[nH]c(=O)c2NC1C (stereo not given) returned LOX IMVI 94, MALME-3M 110, HS 578T 104, T-47D 98, SK-MEL-28 117, UACC-257 106 and SK-MEL-2 118.
CN1CCN(c2ccc3nc(/N=C/c4ccc5sc(-c6ccc(Cl)cc6)nc5c4)sc3c2)CC1 was read as LOX IMVI 105, SK-MEL-5 102, MALME-3M 110, HS 578T 109, T-47D 87, SK-MEL-28 105, UACC-257 100 and SK-MEL-2 106.
`O=C(O)C#Cc1ccc(Cl)cc1` gave LOX IMVI 92, SK-MEL-5 96, MALME-3M 104, HS 578T 94, T-47D 91, SK-MEL-28 107, UACC-257 87 and SK-MEL-2 98.
